NPR2 activator – GC-B (human) receptor activation. HEK293-GC-B cells, CNP EC30, cGMP TR-FRET; 0% at EC30 CNP, 100% saturating CNP. activation, % at 10 µM. actives 0.11% (n = 370,000);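 active = activation at 10 µM reaching about 35% in either raw or pattern-adjusted values, limit read from the data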
GAA850 FXN act – increases GAA850 frataxin promoter reporter activity; AID 540364; HEK293 lucGAA850 FXN promoter luciferase reporter, 24 h; percent of 10 µM SAHA response; activation, % at 6 µM; actives 0.56% (n = 360,000);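 active = activation above the average of all compounds screened plus 3 SD, cutoff fixed separately per campaign, cut at about 7.5% in these data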;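 also: 0% = DMSO wells and 100% = 10 µM SAHA wells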
ADAM10 inh – inhibits human ADAM10; O14672; recombinant ADAM10, EDANS/DABCYL FRET peptide cleavage, 3 h; inhibition, % at 7 µM; actives 0.62% (n = 370,000);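 active = inhibition above a per-campaign cutoff equal to the mean of compounds falling between control-based bounds plus 3 SD, cut at about 20% in these data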;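 also: 0% = DMSO wells while the 100% control is not disclosed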
Target sequence (O14672 214-748 limits assumed): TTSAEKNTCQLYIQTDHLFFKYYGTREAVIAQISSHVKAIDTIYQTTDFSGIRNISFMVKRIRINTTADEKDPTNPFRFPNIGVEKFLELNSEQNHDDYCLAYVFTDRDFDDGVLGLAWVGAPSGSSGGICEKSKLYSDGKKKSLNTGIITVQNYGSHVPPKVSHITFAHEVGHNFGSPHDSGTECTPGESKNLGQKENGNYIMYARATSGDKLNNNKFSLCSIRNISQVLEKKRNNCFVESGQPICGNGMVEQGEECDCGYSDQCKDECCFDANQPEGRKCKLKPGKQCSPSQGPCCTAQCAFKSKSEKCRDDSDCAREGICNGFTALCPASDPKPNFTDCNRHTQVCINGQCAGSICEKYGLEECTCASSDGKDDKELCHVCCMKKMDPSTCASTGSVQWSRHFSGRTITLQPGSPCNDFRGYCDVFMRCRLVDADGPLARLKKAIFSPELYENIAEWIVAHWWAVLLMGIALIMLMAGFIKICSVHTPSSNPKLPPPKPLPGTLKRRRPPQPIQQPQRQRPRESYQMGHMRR
ASAP1 GAP inh – inhibitors of human ASAP1 ArfGAP activity; actives 0.19% (n = 360,000); ASAP1-stimulated ARF1 GTP hydrolysis, GDP FP detection; inhibition, % at 16.5 µM; AID 624377; Q9ULH1; in the data active = inhibition above about 25%;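 also: 0% = vehicle with enzyme and substrate and 100% = no enzyme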
proKLK7 act – activators of human kallikrein-7 zymogen. P49862. purified proKLK7, EDANS-DABCYL substrate fluorescence; 100% is mature enzyme control, 0% vehicle. activation, % at 7 µM. actives 0.9% (n = 370,000);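 active = activation above the mean of all tested compounds plus 3 SD, computed per campaign excluding outliers beyond control limits, cut at about 13% in these data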
Target sequence (P49862 whole entry, looked up): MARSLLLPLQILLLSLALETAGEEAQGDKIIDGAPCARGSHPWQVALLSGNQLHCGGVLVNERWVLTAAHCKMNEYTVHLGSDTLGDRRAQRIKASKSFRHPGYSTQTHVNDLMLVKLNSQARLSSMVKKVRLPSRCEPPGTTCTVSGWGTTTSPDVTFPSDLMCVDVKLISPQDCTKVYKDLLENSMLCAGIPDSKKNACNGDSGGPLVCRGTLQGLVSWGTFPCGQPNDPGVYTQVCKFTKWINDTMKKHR
DDE Tn6 FP inh – disrupts Tn6 cyclic peptide binding to fibrin D-Dimer-E complex; P02675; Fibrin DD(E) TRITC-Tn6 fluorescence polarization displacement; inhibition, % at 8.3 µM; actives 0.21% (n = 370,000);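 active = inhibition above a per-campaign cutoff: mean of compounds within control limits plus 3 SD, cut at about 15% in these data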;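 also: 0% = median of all compound wells on the plate and 100% = blocking peptide control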
NPR1 activator – GC-A (human) enzyme activation; P16066; HEK293 GC-A cells, cGMP TR-FRET, EC30 ANP; 0% at EC30 ANP, 100% saturating ANP; activation, % at 10 µM; actives 0.14% (n = 370,000); AID 1671463; in the data active = activation above about 40%
ARFGAP1 inhibitor – rat ARFGAP1 inhibition | Arfgap1-stimulated ARF1 GTP hydrolysis, GDP FP detection | inhibition, % at 16.5 µM | actives 0.26% (n = 360,000) | AID 651572;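 active = inhibition above a per-plate limit, mean inhibition of low control wells plus 3 SD, cut at about 25% in these data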;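 also: 0% = DMSO wells with enzyme and 100% = wells lacking Arfgap1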
Target sequence (Q62848 1-136 limits assumed): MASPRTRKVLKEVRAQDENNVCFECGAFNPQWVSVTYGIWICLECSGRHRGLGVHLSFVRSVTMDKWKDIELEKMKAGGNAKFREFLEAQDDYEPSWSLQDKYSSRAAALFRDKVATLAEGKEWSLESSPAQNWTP
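Assay system: purified rat His6-Arfgap1 residues 1-136 (GAP domain); Reagent: human Δ17 ARF1 bound to GTP; Dosing: 16.5 µM single point, 1.26% DMSO; Times: GTP hydrolysis reaction 2 h at 25 °C; Signal: FP, GDP Alexa 633 tracer displaced from anti-GDP antibody, 620/688 nm; Measure: % inhibition from polarization.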
sPLA2-III inh – Inhibits HGIII-sPLA2 liposome hydrolysis, primary screen; Q9NZ20; inhibition, % at 12.2 µM; QFRET BODIPY PC-A2 liposome hydrolysis, fluorescence; actives 0.56% (n = 370,000);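 active = inhibition above mean plus 3 SD of compounds lying within the high and low control bounds, cut at about 19% in these data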;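 also: 0% = median of test compound wells and 100% = no enzyme DMSO wells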
rCAG RNA binder – molecules binding r(CAG) RNA repeats; r(CAG) RNA repeat, TO-PRO-1 dye displacement fluorescence; inhibition, % at 3 µM; actives 1.3% (n = 370,000); AID 651821;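 active = inhibition above the plate cutoff, the mean of all test compounds on that plate plus 3 SD, cut at about 35% in these data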;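 also: 0% = DMSO alone and 100% = 100 µM mitoxantrone as full dye displacement; higher means more dye released from RNA so lower well fluorescence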
* = called active by the depositor; i = inactive; . = not tested or not shown.

mol | NPR2 activator | GAA850 FXN act | ADAM10 inh | ASAP1 GAP inh | proKLK7 act | DDE Tn6 FP inh | NPR1 activator | ARFGAP1 inhibitor | sPLA2-III inh | rCAG RNA binder
CC12CCC(=O)N1C(C(=O)OCc1c(Cl)cccc1Cl)CS2 (stereo not given) | -8 | -1.5 | -6 | 10 | -0.1 | -4 | 6 | -8 | 0 | -6
C#CCNC(=O)C[C@H]1C[C@@]2(C(=O)OC)C(=C[C@H](COCc3ccccc3)O[C@@H]2C)N(Cc2ccc3c(c2)OCO3)C1=O | 7 | . | 3 | 0 | -0.1 | 10 | -4 | 5 | 2 | 2
O=C(c1ccco1)c1cn(CC(=O)N2CCCCC2)c2ccccc12 | 0 | -0.4 | -1 | 21 | -0.3 | 6 | 1 | -3 | -4 | -1
CCc1c(C)c(C#N)c2nc3ccccc3n2c1NCCN(C)C | -6 | -3.4 | -80 | 15 | 9.5 | 1 | 3 | 2 | -4 | -1
Cc1ccc2nc(NC(=O)CCCC(=O)O)sc2c1 | 7 | -7.3 | 10 | -8 | 0.0 | 1 | -3 | 6 | -1 | 0
COc1cc(OC)cc(C(=O)OCC(=O)NCc2ccco2)c1 | -2 | 1.2 | -5 | 9 | -0.3 | 6 | -3 | 16 | -1 | 9
CC1CC(C)CN(C(=O)c2cccc(S(=O)(=O)N3c4ccccc4CC3C)c2)C1 (stereo not given) | -2 | -2.0 | 0 | 6 | 0.8 | 1 | -1 | -5 | -15 | -6
O=C1CNC(=S)N1Cc1ccccc1 | 3 | 0.8 | -4 | -1 | -0.2 | -5 | 3 | 16 | -27 | -2
COC(=O)C[C@H]1CC[C@H](NC(=O)Nc2ccccc2F)[C@@H](CO)O1 | 2 | . | -6 | 1 | 0.0 | 0 | 2 | 8 | 6 | 0
CC[C@]12c3[nH]c4ccccc4c3CCN1C(=O)C(CC(=O)NCc1ccco1)C[C@@H]2C(=O)N1CCN(C(=O)C2CC2)CC1 (stereo not given in full) | 0 | -1.8 | -2 | -4 | 0.2 | 1 | 0 | -4 | 7 | 4
CCn1c(=N)n(CC(=O)c2cccc(OC)c2)c2ccccc21 | -4 | 4.9 | 7 | -6 | 1.5 | -3 | 2 | 9 | -3 | 7
Cc1cccnc1NS(=O)(=O)c1ccccc1 | 7 | -0.9 | -2 | -7 | 0.7 | 2 | 1 | -2 | 4 | 3
C=CCn1c(SCC(=O)Nc2ccc3c(c2)OCCO3)nc2cc(C(=O)O)ccc2c1=O | -1 | 0.5 | -4 | -7 | 0.0 | 2 | 3 | 2 | -1 | 22
COc1ccc(NC(=O)CNC(=O)c2ccco2)cc1 | 5 | 3.2 | -3 | -4 | 0.5 | 2 | -1 | -9 | -2 | 0
CC(C)[C@H](NC(=O)NCCc1ccc(Cl)cc1)C(=O)O | 2 | 0.4 | 1 | 3 | 0.1 | -2 | 1 | -10 | 3 | -2
Cc1cccc(C)c1NC(=O)CNC(=O)c1ccc2ccccc2n1 | 0 | -1.2 | -9 | -5 | 0.1 | 1 | 2 | -3 | 12 | 0
O=C(NC1CCCC1)C(C1CC1)n1c(C2CC2)nc2ccccc21 (stereo not given) | -4 | . | -13 | -3 | -0.3 | 0 | -3 | 7 | 6 | 0
Cc1ccc(S(C)(=O)=O)cc1C(=O)NC(C)C1CC2CCC1C2 (stereo not given) | 1 | -0.7 | -5 | -1 | 0.1 | 0 | 4 | 16 | 7 | -2
O=S(=O)(c1ccc(Cl)cc1)N1CCN(C2CCN(Cc3ccccc3)CC2)CC1 | 4 | -0.5 | 6 | -15 | -0.7 | 0 | 3 | -8 | -1 | -10
Cn1c(N)c(C(=O)COC(=O)c2ccc(C(F)(F)F)cc2)c(=O)n(C)c1=O | 2 | -0.7 | -6 | -4 | 0.3 | 5 | 0 | -3 | -6 | -1
O=C(/C=C/c1ccc(F)cc1)Nc1ccc2[nH]c(=O)[nH]c2c1 | -11 | 0.2 | -8 | -8 | 35* | -11 | -2 | 23 | -3 | 7
CN(C)CCCNC(=O)c1ccc(Oc2ccccc2)cc1 | 3 | 1.2 | 1 | 11 | -0.5 | 3 | 0 | 2 | -5 | 1
Cc1nonc1CC(=O)N1CCCC(C(=O)c2cccc(C(F)(F)F)c2)C1 (stereo not given) | 7 | 0.6 | -5 | -8 | -0.1 | -8 | 4 | 0 | 1 | -5
Cc1ccc2c(COC(=O)C3CC(=O)N(c4ccc5c(c4)OCCO5)C3)cc(=O)oc2c1 (stereo not given) | -6 | -0.6 | -7 | 2 | -0.8 | -3 | 3 | 5 | -6 | 5
CCC(C)NC(=O)CSc1nnc(-c2c[nH]c3ccccc23)o1 (stereo not given) | -4 | 0.1 | -3 | 3 | -0.4 | 3 | -1 | 1 | -3 | 0
CCOC(=O)C1CCN(Cc2ccccc2C(F)(F)F)CC1 | 1 | -1.5 | 1 | 20 | 0.3 | 3 | 5 | 0 | 3 | -9
CCCn1c(SCC(=O)c2ccc3c(c2)OCCO3)nnc1-c1ccco1 | -3 | 0.0 | 3 | -4 | -0.1 | -2 | 0 | 0 | -34 | -4
COC(=O)COc1cc2ccccc2cc1C(=O)Nc1ccccc1 | 4 | 0.3 | -2 | 17 | -0.1 | -1 | 0 | 1 | 7 | -3
C#CCNc1nc(CC)nc2c1nnn2Cc1ccccc1F | 11 | 3.6 | 7 | -2 | -0.4 | 3 | 2 | -1 | -4 | -1
C=CCNC(=O)c1cnc(-c2ccccc2)nc1-c1ccccc1 | 1 | 1.5 | -4 | 4 | 0.2 | 7 | 0 | 8 | -1 | -4

Additional results
mol | NPR2 activator | GAA850 FXN act | ADAM10 inh | ASAP1 GAP inh | proKLK7 act | DDE Tn6 FP inh | NPR1 activator | ARFGAP1 inhibitor | sPLA2-III inh | rCAG RNA binder
Nc1cccc2cccc([N+](=O)[O-])c12 | -1 | 5.2 | -14 | 5 | -0.5 | -3 | 0 | 5 | 16 | 4
CCOC(=O)c1ccc(NC(=O)C2(c3ccc(OC)cc3)CCOCC2)cc1 | . | -1.8 | 2 | 6 | 0.1 | -8 | . | -3 | -14 | -2
CCOC(=O)[C@]12CCCCC/C=C\1N(CCc1ccc(Cl)cc1)C(=O)[C@H]2CC(=O)N1CCN(C(=O)c2ccco2)CC1 | 11 | . | -2 | . | -0.4 | 1 | -4 | . | -9 | 6
COC(=O)c1c(C)[nH]c(C(=O)CC#N)c1C | 0 | 2.2 | -4 | 7 | -0.7 | 0 | -4 | 1 | -11 | 8
Cc1ccc(NC(=O)CSc2nnc(CCNC(=O)OC(C)(C)C)o2)c(C)c1 | -2 | -0.1 | 0 | -2 | 0.0 | -3 | 2 | -4 | -2 | -8
O=C(N/N=C/c1ccco1)C(O)c1ccccc1 (stereo not given) | 2 | -0.3 | -8 | -6 | -0.8 | -2 | 0 | 3 | 5 | -1
COC(=O)[C@H](CCSC)NC(=O)Cn1cnc2c(SC)nc(N)nc21 | 0 | 0.6 | -15 | 10 | 0.4 | 3 | -1 | 0 | 2 | 1
O=C(N/N=C/c1c(Cl)cccc1Cl)c1ccc(-n2cnnn2)cc1 | -1 | 0.4 | -4 | 4 | -1.6 | -3 | 1 | 4 | 3 | 2
COc1ccc(C(=O)c2sc(Nc3ccccc3)nc2N)cc1OC | 0 | 9.2* | 8 | 7 | 1.9 | -4 | 13 | 12 | -10 | 0
CC(C)c1ccc(C(O)P(=O)(OCc2ccccc2)c2ccc(N(C)C)cc2)cc1 (stereo not given) | 3 | 0.0 | -5 | -6 | 0.1 | -3 | -10 | 5 | 9 | -3
COC(=O)c1cc(S(=O)(=O)NCC2CCN(CCc3ccc(OC)cc3)CC2)cn1C | 0 | -0.5 | 1 | -5 | 0.2 | 6 | 1 | 0 | -16 | -5
CC(C)(C)[C@@H]1CCC(=O)N(CC[C@H](Sc2ccc(Br)cc2)c2ccccc2)CC1 | -5 | -1.7 | 7 | -1 | 0.7 | 5 | -1 | 0 | -7 | 3
COC(=O)CNC(=O)CSc1nnc2cc(C)c3ccccc3n12 | 3 | 0.9 | -20 | 0 | 0.2 | -4 | 4 | 10 | 12 | -4
COC(=O)c1ccc(CN2CCCC(C(=O)Nc3ccc(-c4ccn[nH]4)cc3)C2)cc1 (stereo not given) | -9 | -3.5 | -8 | 12 | -0.7 | 6 | 0 | 0 | -26 | -2
COc1ccc(Nc2nc(C)cc(C)c2C(N)=O)cc1OC | 1 | -1.6 | -4 | -5 | 0.2 | -11 | -2 | -3 | 2 | 2
COC(=O)c1cc(OC)c(OC)cc1NC(=S)N1CCC(C(N)=O)CC1 | 1 | 1.9 | -4 | 4 | 0.5 | 10 | 0 | 14 | 3 | -3
O=C(COC(=O)c1cncc(Br)c1)Nc1ccc(N2CCCCC2)cc1 | 3 | 1.9 | -7 | 6 | 0.5 | 4 | 1 | 4 | 2 | 4
COCCn1c(SCC(=O)NC(C)c2ccc(F)cc2)nc2ccccc21 (stereo not given) | 3 | 1.7 | 4 | -1 | -0.3 | -5 | -7 | -5 | 0 | -3
Brc1ccc(-c2cn3cccnc3n2)cc1 | -7 | 0.8 | i | -1 | 24* | -2 | -5 | -1 | -1 | 3
CCC1CCCCN1CCCNC(=O)CCCNC(=O)Cn1cnc2sc3c(c2c1=O)CCCC3 (stereo not given) | -2 | -2.9 | -11 | -3 | 0.1 | 0 | -5 | -1 | 11 | -5
Nc1cccc(-c2nc3cc(S(=O)(=O)c4ccc5oc(-c6cccc(N)c6)nc5c4)ccc3o2)c1 | 5 | 2.3 | -61 | 4 | -0.3 | 2 | 3 | 26* | 6 | 3
COc1ccc(NC(=S)NC(C)C(c2ccccc2)N2CCOCC2)cc1 (stereo not given) | 2 | 2.1 | -13 | -4 | -0.3 | -3 | -4 | 0 | 8 | -3
